Screening data from PubChem.
SKKanGAS inh = blocks kanamycin growth of S. pyogenes SKKanGAS strain | BacTiter-Glo, 6 h | inhibition, % at 7.5 µM | AID 1662 | actives 1.3% (n = 300,000);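 active = mean replicate score, as percent of positive control median, at least 50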;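 also: strain carries kanamycin resistance gene driven by streptokinase promoter and grows in 40 µg/ml kanamycin; loss of luminescence reflects streptokinase promoter inhibition or plain growth inhibition; 0% = median of DMSO wells and 100% = positive control at its reference dose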
RGS4 pot = potentiators or activators of RGS4; actives 0.92% (n = 310,000); HEK293 M3R/inducible RGS4, carbachol calcium flux Fluo4; active compounds read low; B-score at 10 µM;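 active = B-score of the integrated calcium signal more than 4 SD below the library mean, with starting fluorescence not abnormally high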;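 also: negative B-score means reduced calcium response which marks RGS4 activation or potentiation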
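Test system: HEK293 cells with stable M3R and inducible RGS4; also added: carbachol at ECmax as muscarinic agonist stimulus; schedule: dye loading 30 min 37 °C, buffer rest 30 min RT; technique: kinetic calcium fluorescence imaging with Fluo4-AM dye, 2 µM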
KCNQ1 inh = blocks the human KCNQ1 potassium channel; B-score at 10 µM; actives 1.3% (n = 310,000); CHO-K1 KCNQ1, FluxOR thallium flux fluorescence; active compounds read high; AID 2642;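 active = compounds whose thallium flux B-score, printed positive for inhibition, exceeds three library SD while starting fluorescence stays within three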;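 also: channel opened by potassium depolarization with thallium stimulus after 20 min compound exposure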
HDAC3 inhib = blocks human histone deacetylase 3; actives 0.15% (n = 320,000); recombinant HDAC3, fluorogenic peptide/trypsin coupled, fluorescence; inhibition, % at 8.3 µM; in the data active = inhibition above about 26%, passing the limit was not always enough
KCNQ1 pot = human KCNQ1 channel potentiation or activation | P51787 | CHO-K1 KCNQ1, thallium flux FluxOR fluorescence; active compounds read high | B-score at 10 µM | actives 0.35% (n = 310,000) | AID 2648;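 active = fluorescence ratio B-score, a plate-corrected score, at least three library SD, with initial intensity B-score within 5 SD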
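Schedule – 37 °C overnight plating, 90-min dark dye load, 20-min compound pretreatment · System – stable KCNQ1 CHO-K1 line · Probe or stimulus – thallium- and potassium-containing depolarizing buffer · Measured by – kinetic FluxOR fluorescence, 10 s baseline plus 110 s post-stimulus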
RGS4 block = inhibitors of human RGS4 | P49798 | HEK293 M3R/RGS4 inducible, Fluo-4 calcium flux; active compounds read high; triggered by carbachol at its EC20 | B-score at 10 µM | actives 0.45% (n = 310,000) | AID 463165;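 active = B-score, a plate-corrected calcium signal, over three deviations above library mean, with baseline fluorescence within five deviations of library mean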;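 also: RGS4 expression induced by doxycycline in cells with stable M3 receptor; B-score is computed from the integrated fluorescence ratio over baseline after carbachol; higher B-score means a larger calcium signal and so more RGS4 inhibition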
Target sequence (P49798 whole entry, looked up): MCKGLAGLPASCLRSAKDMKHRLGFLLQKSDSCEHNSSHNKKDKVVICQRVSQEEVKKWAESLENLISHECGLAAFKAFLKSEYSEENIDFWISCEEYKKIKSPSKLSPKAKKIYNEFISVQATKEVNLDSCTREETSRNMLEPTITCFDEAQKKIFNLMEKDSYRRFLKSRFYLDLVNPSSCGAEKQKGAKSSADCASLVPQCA
KCNK3 inh = human KCNK3 channel inhibition, primary screen; O14649; CHO-KCNK3 thallium flux, FluxOR fluorescence; active compounds read low; B-score at 10 µM; actives 0.84% (n = 340,000); AID 602410;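 active = B-score under library mean minus 4 SD, starting fluorescence ratio at most library mean plus 5 SD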;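 also: more negative B-score means stronger inhibition of thallium flux through KCNK3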
Target sequence (O14649 whole entry, looked up): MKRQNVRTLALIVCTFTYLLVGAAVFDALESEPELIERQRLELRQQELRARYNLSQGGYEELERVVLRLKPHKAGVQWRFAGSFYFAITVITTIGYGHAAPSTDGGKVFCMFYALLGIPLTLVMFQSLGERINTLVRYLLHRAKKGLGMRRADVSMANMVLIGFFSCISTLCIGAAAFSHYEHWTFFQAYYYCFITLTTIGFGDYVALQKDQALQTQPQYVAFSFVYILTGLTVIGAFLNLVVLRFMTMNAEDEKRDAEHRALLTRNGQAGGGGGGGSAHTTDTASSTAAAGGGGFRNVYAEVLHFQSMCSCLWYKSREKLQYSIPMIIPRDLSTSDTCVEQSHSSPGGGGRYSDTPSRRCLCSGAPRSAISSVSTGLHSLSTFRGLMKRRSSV
KCNK9 inh = blocks the human KCNK9 two-pore domain potassium channel; HEK293 KCNK9, FluxOR thallium flux fluorescence; active compounds read low; B-score at 10 µM; actives 1.2% (n = 310,000); AID 488922;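 active = ratio B-score over 3 SD below the library mean, with starting fluorescence within 5 SD of its mean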;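 also: negative B-score means less thallium flux so channel inhibition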
Target sequence (Q9NPC2 whole entry, looked up, the tested form may be a part): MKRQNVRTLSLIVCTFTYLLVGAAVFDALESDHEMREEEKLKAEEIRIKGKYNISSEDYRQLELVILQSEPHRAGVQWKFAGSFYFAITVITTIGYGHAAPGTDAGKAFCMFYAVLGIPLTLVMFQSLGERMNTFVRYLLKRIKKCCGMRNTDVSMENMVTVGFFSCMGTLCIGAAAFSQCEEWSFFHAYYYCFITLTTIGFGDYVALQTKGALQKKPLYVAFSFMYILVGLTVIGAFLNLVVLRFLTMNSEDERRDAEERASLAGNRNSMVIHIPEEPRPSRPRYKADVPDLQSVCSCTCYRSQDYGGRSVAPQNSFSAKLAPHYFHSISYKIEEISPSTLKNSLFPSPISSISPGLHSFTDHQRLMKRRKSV
TMEM16A inh = mouse TMEM16A channel inhibition, primary screen; HEK293 TMEM16A/YFP iodide influx fluorescence, ionomycin; actives 1.2% (n = 310,000); Q8BHY3; AID 588511; normalized B-score (activity score, 25-100; higher = stronger inhibition) at 10 µM;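 active = ratio plate-corrected score three or more library SD toward inhibition, starting fluorescence score within five deviations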;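 also: score derived from kinetic fluorescence span divided by baseline fluorescence per well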
hERG protect = compounds protecting human hERG from proarrhythmic drug block | activation (rescue from dofetilide block), less the hit threshold, % at 10 µM | AID 1511 | actives 0.51% (n = 310,000) | CHO-hERG, FluxOR thallium flux, dofetilide IC70 present;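 active = activation above the mean of controls blocked by dofetilide plus 5 SD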;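 also: thallium influx through hERG after potassium depolarization seen as dye fluorescence rise; in these data hits start at about 4.7%; inactives centre near -7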
ANO1 activ = activates or potentiates the mouse TMEM16A chloride channel; HEK293 TMEM16A/YFP-H148Q/I152L, iodide quench fluorescence; active compounds read low; B-score at 10 µM; AID 623877; actives 0.3% (n = 340,000);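 active = fluorescence-ratio B-score plate-corrected deviation score at least 3 library SD below zero, with starting fluorescence score within 5 deviations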;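 also: channel opened by trigger with iodide after compound preincubation; score built on the fluorescence ratio of max minus min over baseline; more negative score means more quench and so TMEM16A activation or potentiation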
Starred values were filed as active, the others as inactive. Rows are unselected; overall some 6.3% were active at least once.

Results for COCc1c(C(=O)N/N=C(/C)c2cccs2)nnn1-c1nonc1N ?
SKKanGAS inh: 0.7; RGS4 pot: inactive; KCNQ1 inh: inactive; HDAC3 inhib: -6.8; KCNQ1 pot: inactive; RGS4 block: inactive; KCNK3 inh: inactive; KCNK9 inh: inactive; TMEM16A inh: inactive; hERG protect: -2.8; ANO1 activ: inactive

How did CSc1ccc(CNC(=O)c2c(C)noc2C)s1 do in these assays?
SKKanGAS inh: -8.9; RGS4 pot: inactive; KCNQ1 inh: inactive; HDAC3 inhib: 5.3; KCNQ1 pot: inactive; RGS4 block: inactive; KCNK3 inh: inactive; KCNK9 inh: inactive; TMEM16A inh: inactive; hERG protect: -15.4; ANO1 activ: inactive

Results for CCCCN(C)c1ccc([N+](=O)[O-])cc1 ?
SKKanGAS inh: -6.3; RGS4 pot: inactive; KCNQ1 inh: inactive; HDAC3 inhib: 0.5; KCNQ1 pot: inactive; RGS4 block: inactive; KCNK3 inh: inactive; KCNK9 inh: inactive; TMEM16A inh: inactive; hERG protect: -6.2; ANO1 activ: inactive

Results for O=C(C1CC1)N1N=C(c2ccccc2)CC1(O)C(F)(F)C(F)(F)F (stereo not drawn) ?
SKKanGAS inh: 0.3; RGS4 pot: inactive; KCNQ1 inh: inactive; HDAC3 inhib: 1.0; KCNQ1 pot: inactive; RGS4 block: inactive; KCNK3 inh: inactive; KCNK9 inh: inactive; TMEM16A inh: inactive; hERG protect: 0.6; ANO1 activ: inactive

What do the screens show for `CCOC(=O)C1(CCc2ccccc2)CCN(Cc2ccn[nH]2)CC1`?
SKKanGAS inh: -3.7; RGS4 pot: inactive; KCNQ1 inh: inactive; HDAC3 inhib: 5.1; KCNQ1 pot: inactive; RGS4 block: inactive; KCNK3 inh: inactive; KCNK9 inh: inactive; TMEM16A inh: inactive; hERG protect: -1.7; ANO1 activ: inactive

What do the screens show for `COc1ccc(N(C(=O)c2ccc(S(=O)(=O)N3CCCC3)cc2)C2C=CS(=O)(=O)C2)cc1` (stereo not drawn)?
SKKanGAS inh: -2.5; RGS4 pot: inactive; KCNQ1 inh: inactive; HDAC3 inhib: -0.7; KCNQ1 pot: inactive; RGS4 block: inactive; KCNK3 inh: inactive; KCNK9 inh: inactive; TMEM16A inh: inactive; hERG protect: -7.2; ANO1 activ: inactive

How did CCOC(=O)C(=CNc1ccccc1N1CCOCC1)C(=O)OCC do in these assays?
SKKanGAS inh: 8.9; RGS4 pot: inactive; KCNQ1 inh: inactive; HDAC3 inhib: -3.4; KCNQ1 pot: inactive; RGS4 block: inactive; KCNK3 inh: inactive; KCNK9 inh: inactive; TMEM16A inh: inactive; hERG protect: -11.2; ANO1 activ: inactive

What do the screens show for `Fc1cccc(CSc2nc3ccncc3[nH]2)c1`?
SKKanGAS inh: -1.3; RGS4 pot: inactive; KCNQ1 inh: inactive; HDAC3 inhib: 0.7; KCNQ1 pot: inactive; RGS4 block: inactive; KCNK3 inh: inactive; KCNK9 inh: inactive; TMEM16A inh: inactive; hERG protect: -7.3; ANO1 activ: inactive

How did O=C(c1ccc(Cl)cc1)C1CCN(CC(=O)N2CCCCC2)CC1 do in these assays?
SKKanGAS inh: -5.1; RGS4 pot: inactive; KCNQ1 inh: inactive; HDAC3 inhib: 2.6; KCNQ1 pot: inactive; RGS4 block: inactive; KCNK3 inh: inactive; KCNK9 inh: inactive; TMEM16A inh: inactive; hERG protect: -5.4; ANO1 activ: inactive

What do the screens show for `CCOC(=O)n1cc(-c2cnc(CNC(=O)C(C)(c3ccccc3)c3ccccc3)o2)c2ccccc21`?
SKKanGAS inh: 34.8; RGS4 pot: inactive; KCNQ1 inh: inactive; HDAC3 inhib: 11.3; KCNQ1 pot: inactive; RGS4 block: inactive; KCNK9 inh: inactive; TMEM16A inh: inactive; hERG protect: -5.4

Results for NC(N)=NC(N)=Nc1ccc2ccccc2c1 ?
SKKanGAS inh: -3.1; RGS4 pot: inactive; KCNQ1 inh: inactive; HDAC3 inhib: 1.3; KCNQ1 pot: inactive; RGS4 block: inactive; KCNK3 inh: inactive; KCNK9 inh: inactive; TMEM16A inh: inactive; hERG protect: -6.9; ANO1 activ: inactive

What do the screens show for `Cc1ccc(OCCCCN2CCc3ccccc3C2)cc1`?
SKKanGAS inh: -5.2; RGS4 pot: inactive; KCNQ1 inh: inactive; HDAC3 inhib: -1.6; KCNQ1 pot: inactive; RGS4 block: inactive; KCNK3 inh: inactive; KCNK9 inh: inactive; TMEM16A inh: inactive; hERG protect: -0.7; ANO1 activ: inactive

What do the screens show for `Cc1ccc(C)c(NC(=O)C(=O)NCC2CCCN2S(=O)(=O)c2cccs2)c1` (stereo not drawn)?
SKKanGAS inh: -4.3; RGS4 pot: inactive; KCNQ1 inh: inactive; HDAC3 inhib: -1.7; KCNQ1 pot: inactive; RGS4 block: inactive; KCNK3 inh: inactive; KCNK9 inh: -7.24*; TMEM16A inh: inactive; hERG protect: -16.6; ANO1 activ: inactive

What do the screens show for `Cn1c(SCC(=O)c2ccccc2)nnc1-c1ccc(O)cc1`?
SKKanGAS inh: -0.9; RGS4 pot: inactive; KCNQ1 inh: inactive; HDAC3 inhib: -0.3; KCNQ1 pot: inactive; RGS4 block: inactive; KCNK3 inh: inactive; KCNK9 inh: inactive; TMEM16A inh: inactive; hERG protect: -5.3; ANO1 activ: inactive

What do the screens show for `CC(=O)c1c(C)n(CC(=O)NCc2ccc3c(c2)OCO3)c2ccccc12`?
SKKanGAS inh: 5.9; RGS4 pot: inactive; KCNQ1 inh: inactive; HDAC3 inhib: 9.4; KCNQ1 pot: inactive; RGS4 block: inactive; KCNK3 inh: inactive; KCNK9 inh: inactive; TMEM16A inh: inactive; hERG protect: 2.2; ANO1 activ: inactive

How did O=[N+]([O-])c1ccc(Cl)c(/C=N/n2c(COc3ccccc3)n[nH]c2=S)c1 do in these assays?
SKKanGAS inh: 0.6; RGS4 pot: inactive; KCNQ1 inh: inactive; HDAC3 inhib: -2.3; KCNQ1 pot: inactive; RGS4 block: inactive; KCNK3 inh: inactive; KCNK9 inh: inactive; TMEM16A inh: inactive; hERG protect: -6.5; ANO1 activ: inactive

Results for CCOC(=O)c1c(C)[nH]c(C(=O)OCC(=O)N(CC(C)C)c2c(N)n(Cc3ccccc3)c(=O)[nH]c2=O)c1C ?
SKKanGAS inh: 8.3; RGS4 pot: inactive; KCNQ1 inh: inactive; HDAC3 inhib: 2.2; KCNQ1 pot: inactive; RGS4 block: inactive; KCNK3 inh: inactive; KCNK9 inh: inactive; TMEM16A inh: inactive; hERG protect: -19.3; ANO1 activ: inactive

How did CC(C)Cn1c(N)c(C(=O)COC(=O)c2ccc3c(c2)OCCO3)c(=O)n(C)c1=O do in these assays?
SKKanGAS inh: -6.1; RGS4 pot: inactive; KCNQ1 inh: inactive; HDAC3 inhib: 2.7; KCNQ1 pot: inactive; RGS4 block: inactive; KCNK3 inh: inactive; KCNK9 inh: inactive; TMEM16A inh: inactive; hERG protect: -14.3; ANO1 activ: inactive

Results for Cc1cccc(N(CC(=O)Nc2cccnc2)S(C)(=O)=O)c1 ?
SKKanGAS inh: 6.3; RGS4 pot: inactive; KCNQ1 inh: inactive; HDAC3 inhib: 0.6; KCNQ1 pot: inactive; RGS4 block: inactive; KCNK3 inh: inactive; KCNK9 inh: inactive; TMEM16A inh: inactive; hERG protect: -13.2; ANO1 activ: inactive

Results for O=C(CSc1nc2ccccc2o1)N1CCN(S(=O)(=O)c2ccc3ccccc3c2)CC1 ?
SKKanGAS inh: 7.0; RGS4 pot: inactive; KCNQ1 inh: inactive; HDAC3 inhib: 0.6; KCNQ1 pot: inactive; RGS4 block: inactive; KCNK3 inh: inactive; KCNK9 inh: inactive; TMEM16A inh: inactive; hERG protect: -3.6; ANO1 activ: inactive

How did Cc1cc(C)cc(C(=O)Nc2ccc(NC(=O)c3cccs3)cc2)c1 do in these assays?
SKKanGAS inh: 20.6; RGS4 pot: inactive; KCNQ1 inh: inactive; HDAC3 inhib: 2.2; KCNQ1 pot: inactive; RGS4 block: inactive; KCNK3 inh: inactive; KCNK9 inh: inactive; TMEM16A inh: inactive; hERG protect: -6.5; ANO1 activ: inactive

How did CN1CCN(C(=O)CCn2c(=O)c3cccn3c3cccnc32)CC1 do in these assays?
SKKanGAS inh: -0.3; RGS4 pot: inactive; KCNQ1 inh: inactive; HDAC3 inhib: -4.1; KCNQ1 pot: inactive; RGS4 block: inactive; KCNK3 inh: inactive; KCNK9 inh: inactive; TMEM16A inh: inactive; hERG protect: -8.2; ANO1 activ: inactive

What do the screens show for `COc1ccccc1NCc1cc(=O)oc2c(C)c(O)ccc12`?
SKKanGAS inh: 12.0; RGS4 pot: inactive; KCNQ1 inh: inactive; HDAC3 inhib: -5.4; KCNQ1 pot: inactive; RGS4 block: inactive; KCNK3 inh: inactive; KCNK9 inh: inactive; TMEM16A inh: inactive; hERG protect: -5.1; ANO1 activ: inactive

What do the screens show for `Cn1c(Cc2cccc3ccccc23)nnc1SCC(=O)N1CCN(c2cccc(Cl)c2)CC1`?
SKKanGAS inh: 36.9; RGS4 pot: inactive; KCNQ1 inh: inactive; HDAC3 inhib: 3.4; KCNQ1 pot: inactive; RGS4 block: inactive; KCNK3 inh: inactive; KCNK9 inh: inactive; TMEM16A inh: inactive; hERG protect: -12.2; ANO1 activ: inactive

Results for CCOC(=O)/C=C(\C)Nc1cc(C)nn1-c1ccccc1 ?
SKKanGAS inh: -0.7; RGS4 pot: inactive; KCNQ1 inh: inactive; HDAC3 inhib: -4.0; KCNQ1 pot: inactive; RGS4 block: inactive; KCNK3 inh: inactive; KCNK9 inh: inactive; TMEM16A inh: inactive; hERG protect: -6.9; ANO1 activ: inactive

How did Cc1ccc(NC(=O)CN2c3cccc4cccc(c34)S2(=O)=O)cc1S(=O)(=O)N1CCOCC1 do in these assays?
SKKanGAS inh: 29.0; RGS4 pot: inactive; KCNQ1 inh: inactive; HDAC3 inhib: 5.1; KCNQ1 pot: inactive; RGS4 block: inactive; KCNK3 inh: inactive; KCNK9 inh: inactive; TMEM16A inh: inactive; hERG protect: -2.0; ANO1 activ: inactive

What do the screens show for `COc1ccc(C(F)(F)F)cc1N/C=C/c1nnnn1-c1ccc(C)cc1`?
SKKanGAS inh: 9.2; RGS4 pot: inactive; KCNQ1 inh: inactive; HDAC3 inhib: -15.0; KCNQ1 pot: inactive; RGS4 block: inactive; KCNK3 inh: inactive; KCNK9 inh: -6.72*; TMEM16A inh: inactive; hERG protect: -11.6; ANO1 activ: inactive

What do the screens show for `COc1cccc(-c2cc(C(F)(F)F)nc(N3CCCCC3)n2)c1`?
SKKanGAS inh: 57.5*; RGS4 pot: inactive; KCNQ1 inh: inactive; HDAC3 inhib: 2.4; KCNQ1 pot: inactive; RGS4 block: inactive; KCNK3 inh: inactive; KCNK9 inh: inactive; TMEM16A inh: inactive; hERG protect: -2.9; ANO1 activ: inactive
